Compound activity: PubChem, National Center for Advancing Translational Sciences (NCATS)
PKM2 activator – increases activity of human pyruvate kinase M2 | P14618 | purified PKM2, Kinase-Glo ATP luminescence, activation; response scale: 0% is enzyme alone, no compound | Potency, µM (doses to about 57.5 µM), for the others: at the top dose activation, usual class: activators | hit rate 0.34% among 260,000; active means well fitted activation curve with a large enough effect; further: potency means the concentration at half of the fitted maximal effect; nearly all actives have a fitted effect of over 55% in size
Target sequence (P14618 whole entry, looked up): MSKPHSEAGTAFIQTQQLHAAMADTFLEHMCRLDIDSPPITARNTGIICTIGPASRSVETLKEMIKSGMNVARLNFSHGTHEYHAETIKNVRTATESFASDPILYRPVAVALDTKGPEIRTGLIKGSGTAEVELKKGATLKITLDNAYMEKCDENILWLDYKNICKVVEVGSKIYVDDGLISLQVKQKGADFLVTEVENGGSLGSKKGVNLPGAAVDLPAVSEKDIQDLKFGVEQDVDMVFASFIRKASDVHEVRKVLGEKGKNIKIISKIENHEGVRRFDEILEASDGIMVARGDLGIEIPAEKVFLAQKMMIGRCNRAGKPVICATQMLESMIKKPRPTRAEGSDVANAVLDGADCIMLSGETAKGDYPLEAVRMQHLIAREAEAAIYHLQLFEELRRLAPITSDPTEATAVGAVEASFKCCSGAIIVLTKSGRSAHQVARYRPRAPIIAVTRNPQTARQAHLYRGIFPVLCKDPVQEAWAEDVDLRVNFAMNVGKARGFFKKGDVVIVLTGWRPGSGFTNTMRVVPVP
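hPK-M2, >95% pure; 0.1 mM ADP / 0.5 mM PEP final; imidazole pH7.2 buffer w/ 7 mM MgCl2, 50 mM KCl; 1 h RT; Kinase-Glo lum. Intermediate enzyme activity for dual inhibitor/activator qHTS.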
Coupling enz – coupling enzyme interference in Giardia aldolase counter-screen; coupling enzyme system counterscreen, AmpLite Red fluorescence; activity change, negative = inhibition, % at 58.2 µM, hits read low; hit rate 0.67% among 290,000; in the data active means activity change below about -30%
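Coupling enzymes only (glyceraldehyde-3-phosphate) + compound, at 57.5 uM final, 10 min RT; add substrate/coupling/AmpLite Red mix, 20 min RT; fluorescence ex 525/em 598 nm. Actives flag coupling-system interference.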
* marks the source's active call; other numbers are inactive results; · = no result given; & = joins results of further samples; [ ] = remark or other dose. On the % scale 0 is the no-effect control and ±100 the full control effect. Only part of the results is shown; count on the stated rates, not on these rows.

The opening 2 records (preview)
Values in the order – Coupling enz	PKM2 activator
COCCn1c(=O)c(C)nc2cncnc21
  -3	·
O=C(c1cccc(F)c1)N1CCC2(CC1)CCN(c1ccccc1)CC2
  8	·

Main list, repeating the preview:
Values in the order – Coupling enz	PKM2 activator
COCCn1c(=O)c(C)nc2cncnc21
  -3	·
O=C(c1cccc(F)c1)N1CCC2(CC1)CCN(c1ccccc1)CC2
  8	·
CCC/C=C(\CCC)C(NC(=O)Oc1ccc(F)cc1)c1ccc(C(=O)OC)cc1 (centres undefined)
  1	-4%
COC(=O)[C@@]1(Cc2ccccc2)[C@H]2c3cc(C(=O)N4CCCC4)n(Cc4ccc(S(C)(=O)=O)cc4)c3C[C@H]2CN1C(=O)c1ccccc1
  1	0%
C=CCN1c2ccccc2[C@]23C[C@@H](C(=O)OC)N(S(=O)(=O)c4ccc(Br)cc4)C2=NC(C(=O)OC)=C(C(=O)OC)[C@H]13
  3	-6%[11.5 µM]
CCN(CC)CCCCn1c(-c2ccccc2)nc2c(Nc3ccccc3)nc(C)nc21
  1	-1%
COC/C=C/C1=CC2=CC(=O)C(C)(OC(=O)c3cnc4ccccc4n3)C(=O)C2=CN1C1CCCC1 (centres undefined)
  -22	0%[11.5 µM]
CCc1c2c(nc3c(C(C)C)cccc13)-c1cccc(=O)n1C2
  1	6%
COC(=O)[C@@H](NC(=O)N1CCc2nc(COc3ccccc3)c3c(c2C1)CO[C@@H](C)C3)C(C)C
  1	-1%[11.5 µM]
CC[C@H]1C2=C3C(CC[C@H]4C(OCc5ccc(F)cc5C(F)(F)F)OC[C@](C)([C@@H]34)N(C(=O)OC(C)(C)C)C2)C(COC(C)=O)C1COC(C)=O (some centres undefined)
  -5	-5%

Going on with the list:
Values in the order – Coupling enz	PKM2 activator
CCC1=C2CC[C@H]3C(=O)NC(=O)[C@H]3[C@H]2[C@@]2(C)C(=NCC3CC3)OC(=O)N2C1=O
  -4	-7%
CCc1c2c(nc3cccc(OC)c13)OC(CC)C2 (centres undefined)
  -13	2%
CN1C(=O)C(Cc2c[nH]c3ccccc23)NC1=S (centres undefined)
  -7&1	7%
COC(=O)[C@@]1(Cc2ccccc2)[C@H]2c3cc(C(=O)N4CCCC4)n(Cc4cc(F)cc5c4OCOC5)c3C[C@H]2CN1C(=O)c1ccccc1
  -1	-10%
[C-]#[N+]/C(C#N)=C\c1cc(C(C)(C)C)c(O)c(C(C)(C)C)c1
  5	14%
COC(=O)c1ccc(C(NC(=O)OCc2ccccc2)/C(I)=C/[C@@H](C)C(=O)NCc2ccncc2)cc1 (some centres undefined)
  0	-9%
COC(=O)c1ccc(C(NC(=O)OCc2ccccc2)/C(C)=C/[C@@H](C)C(=O)N2CCN(C)CC2)cc1 (some centres undefined)
  0	0%
C[C@H]1C2=C3C(C[C@H]4C(=O)N(c5ccccc5)C(=O)[C@H]4[C@H]3[C@@]3(Cc4ccccc4)C(=NCCc4c[nH]c5ccccc45)OC(=O)N3C2=O)[C@H]2C(=O)N(c3ccccc3)C(=O)[C@H]21 (some centres undefined)
  0	-10%
Cc1nc(Nc2ccccc2)c2nc(-c3ccccc3)n(CCCN3CCCCC3C)c2n1 (centres undefined)
  1	-2%
C=CCN1c2ccccc2[C@]23C[C@@H](C(=O)OC)N(S(=O)(=O)c4ccc([N+](=O)[O-])cc4)C2=NC(C(=O)OC)=C(C(=O)OC)[C@H]13
  -13	-3%[11.5 µM]

More results:
Values in the order – Coupling enz	PKM2 activator
COC(=O)c1ccc(C(NC(=O)OCc2ccccc2)/C(=C/[C@@H](C)C(=O)N(C)C)c2cccnc2)cc1 (some centres undefined)
  5	0%
Cc1nc(NCc2ccccc2)c2nc(-c3ccccc3)n(CCN3CCOCC3)c2n1
  2	1%
Cc1nc(NCCO)c2nc(-c3ccccc3)n(CC3CCN(C)CC3)c2n1
  2	-2%
CCCCNc1nc(C)nc2c1nc(-c1ccccc1)n2CC1CCCN1CC (centres undefined)
  0	0%
COC(=O)C1=C(C(=O)OC)[C@@H]2N(C)c3ccc(OC)cc3[C@@]23C[C@@H](C(=O)OC)N(S(=O)(=O)c2c(C)noc2C)C3=N1
  -1	-3%[11.5 µM]
C=C(CC1([C@@H](NP(=O)(c2ccccc2)c2ccccc2)[C@H]2C[C@@H]2CCCC)CC1)c1cccc(OC)c1
  -2	-15%
COC(=O)[C@@]1(Cc2ccc(F)cc2)[C@H]2c3cc(C(=O)N(C)C)n(Cc4cc(F)c(F)c(F)c4)c3C[C@H]2CN1C(=O)c1ccccc1
  6	-14%
CCC1=C(OC(=O)N(CC)CC)N2C(=O)OC(=NCCOC)[C@]2(C)[C@H]2C1=CC[C@H]1C(=O)NC(=O)[C@H]12
  0	-3%
Nc1nc(-c2ccc(Cl)c(Cl)c2)c(-c2ccncc2)s1
  6	2%
COC(=O)[C@@]1(Cc2ccc(OC)cc2)[C@@H]2[C@@H](CC(=O)[C@H]2CC(=O)C(=O)N2CCCC2)CN1C(=O)c1ccccc1
  4	8%

The listing continues:
Values in the order – Coupling enz	PKM2 activator
CCCn1c(C)nc2c(N3CCC(N(C)C)C3)nc(C)nc21 (centres undefined)
  0	-1%
CCCC[C@@H]1C[C@H]1C(NC(=O)c1ccc(-c2ccccc2)cc1)c1ccc(-c2ccccc2)cc1 (some centres undefined)
  5	-3%
COC(=O)[C@@]1(Cc2ccc(OC)cc2)[C@H]2c3cc(C(=O)N(C)C)n(CCc4ccccn4)c3C[C@H]2CN1C(=O)c1ccccc1
  2	-1%
O=C1C(Cl)=C(NCCN2CCOCC2)C(=O)c2ncccc21
  -12&-10	-12%
C[C@H]1Cc2c(COc3ccccc3)nc3c(c2CO1)CN(C(=O)NCCc1c[nH]c2ccccc12)CC3
  -3	16%[11.5 µM]
CCCn1c(-c2ccc(F)cc2)nc2c(N3CCN(CCn4ccnc4)CC3)nc(C)nc21
  2	-1%
CC#CCN1c2ccccc2[C@]23C[C@@H](C(=O)OC)N(S(=O)(=O)c4ccc5c(c4)OCCN5C)C2=NC(C(=O)OC)=C(C(=O)OC)[C@H]13
  1	-2%[11.5 µM]
COC(=O)c1ccc(C(NC(=O)OCc2ccccc2)/C(I)=C/[C@@H](C)C(=O)NCc2ccc(C)o2)cc1 (some centres undefined)
  2	14µM*
C[C@@]1(C(NC(=O)c2ccccc2)c2ccc(-c3ccccc3)cc2)C[C@H]1C1CCCCC1 (some centres undefined)
  -3	-2%
COC(=O)C1(C)C=C2C(=C(c3ccccc3)C(=O)C2C)CN1 (centres undefined)
  -5	5%

(continued)
Values in the order – Coupling enz	PKM2 activator
C=CCNC(=O)N1CCc2nc(COc3ccccc3)c3c(c2C1)CO[C@@H](C)C3
  1	2%[11.5 µM]
CCCCNc1nc(C)nc2c1nc(-c1ccccc1)n2CCCCN(CC)CC
  1	-3%
COC(=O)c1ccc(C(NC(=O)OCc2ccccc2)/C(=C/[C@@H](C)C(=O)NCc2ccncc2)c2cccnc2)cc1 (some centres undefined)
  1	-3%
Fc1ccc(-c2nc3n(c2-c2ccncc2)CCS3)cc1
  6	2%
CCC/C=C(\CCC)C(NS(=O)(=O)c1cccs1)c1ccc(C(=O)OC)cc1 (centres undefined)
  -2	1%
O=C(/C=C/c1c(C(=O)O)[nH]c2cc(Cl)cc(Cl)c12)Nc1ccccc1
  11	-2%
COC(=O)[C@@H]1C[C@@H]2CC[C@@H](O)C[C@@H]2N1CC1CCCCC1
  2	1%
CCC[C@@H]1C[C@@]1(CCC)[C@@H](NC(=O)Oc1ccccc1)c1ccc(C(=O)OC)cc1
  -3	-3%
Cc1ccc(S(=O)(=O)N2CCc3nc(COc4ccccc4)c4c(c3C2)CO[C@@H](C)C4)cc1
  0	-1%[11.5 µM]
CCCCc1nc2c(c3c1C[C@H](C)OC3)CN(S(=O)(=O)c1ccc(C)cc1)CC2
  0	-8%[11.5 µM]

(further entries)
Values in the order – Coupling enz	PKM2 activator
CCCn1c(-c2ccc(F)cc2)nc2c(NCCN3CCOCC3)nc(C)nc21
  1	-8%
CCN(CC)CCn1c(-c2ccccc2)nc2c(NCCO)nc(C)nc21
  3	-1%
CCC1=C2CC[C@H]3C(=O)N(CC)C(=O)[C@H]3[C@H]2[C@@]2(C)C(=NCCc3c[nH]c4ccccc34)OC(=O)N2C1=O
  0	-1%
CCCn1c(-c2ccc(F)cc2)nc2c(NCC(C)(C)CN(C)C)nc(C)nc21
  3	-3%
COC(=O)c1ccc(C(NC(=O)OCc2ccccc2)/C(C)=C/[C@@H](C)C(=O)N[C@@H](CO)Cc2ccccc2)cc1 (some centres undefined)
  0	1%
Cc1nc(NCc2ccccc2)c2nc(-c3ccccc3)n(CC(C)(C)CN(C)C)c2n1
  0	-9%
CCC/C=C(\CCC)C(NC(=O)OCC(C)C)c1ccccc1 (centres undefined)
  -1	2%
COC(=O)[C@@]1(Cc2ccccc2)[C@H]2c3cc(C(=O)N(C)C)n(CCN4CNCC4=O)c3C[C@H]2CN1C(=O)c1ccccc1
  -3	-4%
CCCc1cc2c(n1Cc1cc(F)cc(F)c1)C(C)C1CN(C(=O)c3ccccc3)C(C)(C(=O)OC)C21 (centres undefined)
  -7	13%
COC(=O)[C@@]1(Cc2ccc(OC)cc2)[C@H]2c3cc(C(=O)N(C)C)n(CCc4ccc(O)c(OC)c4)c3C[C@H]2CN1C(=O)c1ccccc1
  1	-1%

The list continues.
Values in the order – Coupling enz	PKM2 activator
COC(=O)C1=C(C(=O)OC)[C@@H]2N(C)c3ccc(OC)cc3[C@@]23C[C@@H](C(=O)OC)N(S(=O)(=O)c2cccs2)C3=N1
  3	-14%[11.5 µM]
COC(=O)[C@@]1(Cc2ccc(F)cc2)[C@@H]2C(=CC(=O)[C@H]2CC(=O)C(=O)N2CCCC2)CN1C(=O)c1ccccc1
  -1	17%
CCCC[C@@H]1C[C@H]1C(NC(=O)c1ccccc1)c1ccccc1C(F)(F)F (some centres undefined)
  -2	-1%
COC(=O)c1ccc(C(NC(=O)OCc2ccccc2)/C(=C/[C@@H](C)C(=O)N(C)Cc2cccnc2)c2cccnc2)cc1 (some centres undefined)
  2	0%
CC1(OC(=O)C2CCCC2)C(=O)C=C2C=C(c3ccsc3)N(c3cccc(C#N)c3)C=C2C1=O (centres undefined)
  -4	-3%[11.5 µM]
CC1(OC(=O)c2ccc(Cl)nc2)C(=O)Cc2cc(-c3ccsc3)ncc2C1=O (centres undefined)
  1	-2%[11.5 µM]
C=CC(=O)c1ccc2ccccc2c1
  21	10µM*
COC(=O)C1=C(C)N(Cc2ccccc2)C(=NCc2ccco2)N[C@H]1c1ccc(Br)cc1
  0	-1%
CCCC/C=C/C(NC(=O)C(C)(C)C)c1ccccc1 (centres undefined)
  1	0%
CCCC/C=C/C(NC(=O)c1ccc(C(F)(F)F)cc1)c1ccccc1 (centres undefined)
  -4	-7%

(next part)
Values in the order – Coupling enz	PKM2 activator
CCCn1c(C)nc2c(N(CCOC)CCOC)nc(C)nc21
  -2	-1%
COC(=O)[C@@]1(Cc2ccc(OC)cc2)[C@H]2c3cc(C(=O)N4CCCC4)n(CCN4CNCC4=O)c3C[C@H]2CN1C(=O)c1ccccc1
  2	5%
CCN(CC)CCn1c(-c2ccccc2)nc2c(NCc3ccccc3)nc(C)nc21
  1	-2%
CCCCC1=CC2=C(c3ccco3)C(=O)C(C)(OC(=O)c3ccc(OC)cc3)C(=O)C2=CN1C1CCCC1 (centres undefined)
  -3	7%[11.5 µM]
COc1cccc(CC(=O)N2CCc3nc(COc4ccccc4)c4c(c3C2)CO[C@@H](C)C4)c1
  3	2%[11.5 µM]
C=CCN1C=C2C(=O)C(C)(OC(=O)c3ccco3)C(=O)C(C=C)=C2C=C1C1CC1 (centres undefined)
  -20	-2%[11.5 µM]
O=C(Nc1cc(NC(=O)c2ccccc2)c(C(=O)O)cc1C(=O)O)c1ccccc1
  1&8	-42%
COc1cc(OC)c2c(c1)OC1Cc3cc(OC)c(OC)cc3C2O1 (centres undefined)
  -1	-6%[11.5 µM]
CCCCc1nc2c(c3c1C[C@H](C)OC3)CN(C(=O)N[C@@H](C)c1ccccc1)CC2
  1	-2%[11.5 µM]
CCCn1c(C)nc2c(N3CCN(C)CC3)nc(C)nc21
  -1	1%
COC(=O)N1C(c2ccccc2)=Cc2ccccc2C1C1(C(=O)OC)CCCC1=O (centres undefined)
  6&2	3%[11.5 µM]
COC(=O)c1ccccc1S(=O)(=O)N1CCc2nc(-c3ccccc3)c3c(c2C1)CO[C@@H](C)C3
  2	-6%[11.5 µM]
CCN(CC)CCCCn1c(-c2ccccc2)nc2c(N3CCOCC3)nc(C)nc21
  0	3%

Compound profiles (already shown). Values in the order: Coupling enz, PKM2 activator
`Fc1ccc(-c2nc3n(c2-c2ccncc2)CCS3)cc1` across the screens: 6, 2%
`CCc1c2c(nc3cccc(OC)c13)OC(CC)C2` (centres undefined) across the screens: -13, 2%
`COC(=O)c1ccc(C(NC(=O)OCc2ccccc2)/C(I)=C/[C@@H](C)C(=O)NCc2ccncc2)cc1` (some centres undefined) across the screens: 0, -9%
`COCCn1c(=O)c(C)nc2cncnc21` across the screens: -3, ·
`CCCCC1=CC2=C(c3ccco3)C(=O)C(C)(OC(=O)c3ccc(OC)cc3)C(=O)C2=CN1C1CCCC1` (centres undefined) across the screens: -3, 7%[11.5 µM]
